# V1R ag counter: agonists of human V1a receptor, primary screen, counter-screen for OXTR agonist project, fluorescence, CHO-V1R cells. Fluo-8 calcium fluorescence, agonist mode; 0% DMSO, 100% 3 nM vasopressin. activation, % at 3 µM. 320,000 tested, 0.25% active. AID 2797, 2010;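 active = activation above the mean activation of all tested compounds plus 3 SD, per screening run, cut at about 20% in these data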;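 note: signal is peak over basal fluorescence ratio across a 100 second FLIPR read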
# TAAR1 agonist: human TAAR1 agonists, primary screen, Fluo-8 calcium fluorescence, CHO RD-HGA16 cells. Trace amine-associated receptor 1 (Homo sapiens), Q96RJ0. vehicle wells 0%, saturating PEA agonist 100%. activation, % at 3 µM. 360,000 tested, 0.99% active. AID 624467, 2012;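 active = activation above the mean activation of all test compounds in the run plus 3 SD, cut at about 38% in these data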
# Target sequence (Q96RJ0 whole entry, looked up): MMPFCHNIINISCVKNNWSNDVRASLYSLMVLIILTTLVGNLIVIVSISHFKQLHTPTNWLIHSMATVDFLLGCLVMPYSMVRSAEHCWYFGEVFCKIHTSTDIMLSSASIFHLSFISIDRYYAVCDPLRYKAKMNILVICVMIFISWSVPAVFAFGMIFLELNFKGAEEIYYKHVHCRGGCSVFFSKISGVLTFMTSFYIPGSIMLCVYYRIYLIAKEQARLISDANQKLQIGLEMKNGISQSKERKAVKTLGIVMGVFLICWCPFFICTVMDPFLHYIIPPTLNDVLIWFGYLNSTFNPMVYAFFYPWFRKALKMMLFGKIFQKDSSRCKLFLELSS
#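 System: CHO-derived RD-HGA16 cells with stable Gα16 and human TAAR1. Times: 17-24 h plating, Fluo-8 75 min 37 °C, 30 min RT. Measured by: calcium-sensitive Fluo-8 signal, excitation 470-495, emission 515-575 nm. Read-out basis: % activation relative to PEA EC100 response. Control set: DMSO and PEA EC100. Repeats: no replicates (n 1).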
# CHRM1 PAM: human M1 muscarinic receptor positive allosteric modulators, primary screen, CHO-K1 cells, Fluo-8 calcium fluorescence, 1536-well. Muscarinic acetylcholine receptor M1 (Homo sapiens), P11229. CHO-K1 hM1, ACh EC20; 0% = ACh EC20, 100% = maximal ACh. activation, % at 3 µM. 360,000 tested, 0.088% active. AID 588819, 2011; in the data active = activation above about 19%, passing the limit was not always enough
# Target sequence (P11229 whole entry, looked up): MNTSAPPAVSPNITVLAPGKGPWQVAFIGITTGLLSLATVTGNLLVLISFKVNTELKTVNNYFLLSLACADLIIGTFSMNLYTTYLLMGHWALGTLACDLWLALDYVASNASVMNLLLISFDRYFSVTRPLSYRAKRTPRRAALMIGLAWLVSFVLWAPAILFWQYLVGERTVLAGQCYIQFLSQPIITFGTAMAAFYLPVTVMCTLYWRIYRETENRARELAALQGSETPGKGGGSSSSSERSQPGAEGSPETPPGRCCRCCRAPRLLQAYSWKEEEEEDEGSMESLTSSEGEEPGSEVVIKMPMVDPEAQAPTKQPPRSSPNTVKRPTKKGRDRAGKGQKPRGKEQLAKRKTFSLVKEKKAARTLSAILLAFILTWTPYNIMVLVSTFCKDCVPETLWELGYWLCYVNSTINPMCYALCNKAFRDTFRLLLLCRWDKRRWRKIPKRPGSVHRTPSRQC
# OXTR ag: human OXTR agonists, primary screen, fluorescence, CHO-OTR cells, Fluo-8 calcium. Fluo-8 calcium fluorescence; normalized: DMSO 0%, oxytocin 100%. AID 2435, 2010. activation, % at 3 µM. 320,000 tested, 0.32% active;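 active = activation above the mean of all tested compounds plus 3 SD, cutoff set per screening run, cut at about 20% in these data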;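 note: peak over basal fluorescence ratio from a 100 s FLIPR kinetic read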
# CHO parental Ca: ATP-evoked calcium signal inhibitors, parental CHO, primary screen, counter-screen for OX1R antagonist project, cell-based, fluorescence, Fluo-8 calcium dye; 330,000 tested, 0.63% active; parental CHO-K1, ATP-induced calcium, Fluo-8 fluorescence; inhibition, % at 5.6 µM; AID 463079, 2010;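 active = inhibition above that plate's mean sample inhibition plus 3 SD, cut at about 26% in these data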;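 note: 0% = ATP-challenged DMSO wells and 100% = DMSO wells without ATP; some compounds past the cut are filed as inactive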
#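 Test system: untransfected parental CHO cell line. Compound: one dose, 5.6 µM nominal. Detection: intracellular calcium via Fluo-8 no-wash fluorescent dye. Measure: % inhibition. Benchmarks: ATP-challenged DMSO wells low, unchallenged DMSO wells high.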
# TAAR1 antagonist: human TAAR1 antagonists, primary screen, Fluo-8 calcium fluorescence, CHO RD-HGA16 cells; Trace amine-associated receptor 1 (Homo sapiens), Q96RJ0; antagonist; inhibition, % at 3 µM; 360,000 tested, 1.5% active; AID 624466, 2012;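 active = inhibition above a per-plate cutoff, the mean inhibition of test compounds on that plate plus 3 SD, cut at about 49% in these data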;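 note: 0% = DMSO plus EC80 beta-PEA response and 100% = DMSO alone without agonist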
#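 Assay system: CHO-derived RD-HGA16 cells stably expressing human TAAR1 plus Gα16. Timing: 140 s kinetic read after compound, 140 s after agonist. Technique: kinetic Fluo-8 calcium fluorescence measurement. Measure: % inhibition of agonist calcium response.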
# M1 ag: human M1 muscarinic receptor agonists, primary screen, Fluo-8 calcium fluorescence, CHO-K1 cells, HTS. Muscarinic acetylcholine receptor M1 (Homo sapiens), P11229. CHO-K1 hM1, agonist mode; 0% DMSO, 100% acetylcholine EC100. activation, % at 3 µM. 360,000 tested, 0.33% active. AID 588814, 2011;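 active = activation above the run's mean compound activation plus 3 SD, cut at about 16% in these data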;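 note: peak over basal fluorescence ratio within a 140 s kinetic read after compound addition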
# M1 antag: human M1 muscarinic receptor antagonists, primary screen, CHO-K1 cells, Fluo-8 calcium fluorescence, 1536-well; Muscarinic acetylcholine receptor M1 (Homo sapiens), P11229; CHO-K1 hM1, ACh EC80 antagonist; inhibition, % at 3 µM; 360,000 tested, 1.3% active; AID 588852, 2011;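 active = percent inhibition above its own plate's cutoff, namely the mean of that plate's compound wells plus 3 SD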;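 note: peak over basal fluorescence ratio during 140 s after agonist addition; 0% = ACh EC80 plus DMSO and 100% = DMSO alone without agonist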
# OXTR potentiator: human OXTR potentiators, primary screen, fluorescence, CHO-OTR cells, Fluo-8 calcium. Oxytocin receptor (Homo sapiens), P30559. Fluo-8 calcium fluorescence, potentiator mode; 0% = oxytocin EC15, 100% = EC100. activation, % at 3 µM. 320,000 tested, 0.061% active;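 active = activation above that plate's cutoff, the mean activation of tested compounds plus 3 SD, cut at about 6.6% in these data, passing the limit was not always enough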;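 note: 100% uses oxytocin at 75 nM as the full agonist control; some results filed as inactive read as strong as hits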
#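 System: human OTR in CHO cells / Also added: sub-maximal oxytocin, roughly EC15 / Control set: EC15 oxytocin low, 75 nM oxytocin high / Schedule: 6 min compound pre-incubation at room temperature, 100 s kinetic read / Compound: single-point 3.0 µM / Replication: singlicate / Technique: Fluo-8 calcium dye fluorescence / Read-out basis: % activation of max/min ratio relative to oxytocin controls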
# * = called active by the depositor; / = no result given.
compound	V1R ag counter	TAAR1 agonist	CHRM1 PAM	OXTR ag	CHO parental Ca	TAAR1 antagonist	M1 ag	M1 antag	OXTR potentiator
COC(=O)c1c(-c2snnc2C)n[nH]c1C	0.6	0.6	10.7	-0.2	-6.4	-12.7	-0.9	-3.2	-9.3
CC1(C)CC(c2nc(-c3ccc(Cl)cc3)cs2)CCS1 (stereo not drawn)	0.4	2.4	-2.7	-1.5	2.5	5.2	-3.3	-2.6	-13.8
CC(C)CC(NC(=O)OC(C)(C)C)c1cn([C@@H](Cc2cc3ccccc3[nH]2)C(=O)N2CCN(C(=O)OC(C)(C)C)CC2)nn1 (stereo partly drawn)	3.3	0.6	1.4	1.4	-18.4	-1.6	-2.0	9.8	-11.4
Cc1cc(NCc2ccco2)nc(N2CCC(C(=O)NC3CCCCC3)CC2)n1	0.3	3.1	5.8	-0.6	1.2	1.4	-12.6	2.9	-11.7
CN(Cc1ccccc1)C(=O)COC(=O)c1cc(NS(=O)(=O)c2cccs2)ccc1O	8.8	12.8	-3.2	11.1	17.7	27.9	0.5	7.6	-16.3
COc1ccc(NC(=O)NCCCN2CCCCC2C)cc1 (stereo not drawn)	0.4	10.3	8.9	0.6	0.1	-5.0	-4.2	-6.0	-4.0
COc1ccccc1OCCn1cc(/C=N/NC(N)=S)c2ccccc21	0.9	5.7	6.8	1.6	12.9	26.5	0.6	3.2	-7.9
CCc1ccc(N2C(=O)CN(Cc3ccc(OC)c(OC)c3)C2=S)cc1	1.9	-1.4	10.5	-0.9	4.3	-12.8	1.4	-3.5	-15.0
Cc1ccccc1OCC(=O)NN1C(=O)C2C3C=CC(O3)C2C1=O (stereo not drawn)	0.0	4.3	24.6	1.4	1.0	-9.1	1.5	-19.7	-18.2
CC(C)CC(N)c1csc(Nc2ccc(C(F)(F)F)cn2)n1 (stereo not drawn)	/	57.9*	2.2	/	/	25.1	0.8	13.2	/
C[C@H](NS(=O)(=O)c1ccc2c(c1)OCCCO2)C(=O)N1CCN(Cc2ccccc2)CC1	/	0.6	3.5	/	/	-5.9	-4.9	-8.9	/
CCOc1ccc(NC2=C(OC)C(=O)c3ccccc3C2=O)cc1	0.3	-1.1	5.1	-0.8	-10.2	-28.2	-11.0	-10.2	-3.5
CCCCOc1ccc(Cl)cc1Nc1nc(NCCO)nc(N2CCCC2)n1	0.8	5.2	15.8	0.4	-18.4	-4.7	-3.0	-13.1	-10.7
COc1ccc(N(CC(=O)NCCSc2ccccn2)S(C)(=O)=O)cc1	1.7	-0.7	5.3	1.6	-8.4	14.3	-1.9	-7.0	-7.0
O=[N+]([O-])c1ccc(Cl)c(S(=O)(=O)Nc2cccc(-c3ccc(N4CCCC4)nn3)c2)c1	-1.3	-1.0	3.9	-2.9	-36.0	-24.0	-7.2	-6.9	-0.3
C/C(=N\Nc1nc(N)cc(Cl)n1)c1cccc(N)c1	1.2	0.4	5.5	-1.3	-10.6	7.8	-7.8	2.4	-3.2
CCCCNC(=O)CSc1nccn1Cc1ccccc1	0.3	13.9	2.1	-0.4	-7.3	20.6	-3.7	-9.9	-10.1
Cc1ccccc1OCC(=O)N1CCc2ccccc2C1	-0.8	42.0*	3.9	-1.8	-10.6	19.2	-5.1	-10.0	0.4
CNC(=O)CSc1nnc(-c2ccco2)n1-c1ccc(C)cc1	-0.9	3.6	9.8	0.5	-5.7	-23.3	-2.8	-16.8	-3.4
CCCN1CCC(C(=O)NC(c2ccc(Cl)cc2)c2ccsc2)CC1 (stereo not drawn)	/	3.7	10.3	/	/	-10.3	-6.0	-17.4	/
O=C(NN1CCCCC1)NN1CCCCC1	/	0.5	9.1	/	/	-5.4	-3.8	-5.9	/
COc1ccc(OCC(=O)NNC(=O)C(=O)Nc2cc(OC)ccc2OC)cc1	1.1	1.5	5.2	-2.0	-13.1	-34.1	-1.7	-5.5	-5.2
Cc1ccc(NC2c3ncccc3C(=O)N2Cc2ccco2)c(C)c1 (stereo not drawn)	-0.3	-2.0	1.2	-1.2	-12.9	13.3	-11.2	4.2	-13.5
Cc1cccc2sc(NNC(=O)c3ccc4c(c3)OCCO4)nc12	3.5	7.5	10.9	6.8	-11.0	5.7	6.4	-10.6	-4.8
Cc1ccc(Nc2nc(-c3sc(NC(=O)c4ccco4)nc3C)cs2)cc1	-0.1	5.6	11.8	-1.1	-23.2	20.7	4.3	-5.4	-3.6
Cc1ccc(SCc2ccc(C(=O)Nc3ccccc3Br)cc2)cc1	0.2	13.4	1.4	-1.0	-34.6	-6.0	-4.5	-5.4	-8.5
CCC/C(O)=C1\C(=O)CC(C)(C)CC1=Nc1ccc(OC)cc1	-1.1	5.4	6.8	-2.0	-14.9	-24.2	-4.8	-8.2	-5.0
O=C(O)c1cncc(C#CCC2CCCCC2)c1	0.4	5.1	5.0	2.4	0.5	5.3	-3.8	-7.3	-16.6
Cc1ccc(Cc2c(-c3ccccc3)nc3cc(C)c(Br)c(C)n23)cc1	/	-1.9	2.7	/	/	-20.9	-7.4	-4.2	/
COC(=O)c1cc(OC)c(OC)cc1NC(=O)Nc1cccc(C(C)=O)c1	1.0	-0.2	9.5	0.4	-7.6	-2.5	-7.5	-7.4	0.5
N#Cc1ccc(C(=O)N(Cc2ccco2)c2c(N)n(Cc3ccccc3)c(=O)[nH]c2=O)cc1	-0.8	2.6	2.9	-0.8	-2.4	-3.8	-3.9	0.6	-2.2
COc1cc(/C=N/NC(=O)C(C)Nc2n[nH]c(=O)[nH]c2=O)cc(OC)c1O (stereo not drawn)	-0.5	1.6	4.3	-1.0	6.6	-5.3	-5.0	1.2	-4.2
O=C(O)C(Cc1ccccc1)NC(=O)C(c1ccccc1)c1ccccc1 (stereo not drawn)	0.5	-0.1	21.7	-0.1	-8.8	-6.4	-0.9	-23.1	-4.5
O=C(Nc1ccc(F)cc1)C1CCCCC1	-1.0	-3.2	5.0	-2.4	1.6	8.4	-4.5	-8.7	-5.7
Cc1ccc(C)c(N2CC(C(=O)O)CC2=O)c1 (stereo not drawn)	0.1	0.1	10.6	0.5	-1.1	-12.8	-0.8	-5.2	-15.1
Cn1cc(C(=O)c2cccc(Cl)c2Cl)cc1C#N	-0.2	5.7	9.3	-0.7	-5.6	5.9	-10.9	-6.0	-14.1
CCOC(=O)c1ccc(NC(=O)CSc2nc(C)cc(=O)[nH]2)cc1	0.0	/	7.0	-0.2	-12.3	/	-1.3	-9.2	-5.7
O=C1CCC(CCC(=O)N2CCCC(C(=O)c3ccc4c5c(cccc35)CC4)C2)=NN1 (stereo not drawn)	-0.3	4.7	4.8	-1.0	-34.9	-0.7	-4.4	-0.7	1.4
CCCOc1ccc(C(=O)N/N=C/c2ccc(-c3ccc(S(=O)(=O)Nc4ncccn4)cc3)o2)cc1	0.6	6.0	3.1	-0.9	-6.4	18.5	-5.2	-1.3	-4.9
CCc1ccc(S(=O)(=O)Nc2ccc(N3CCN(C)CC3)cc2)cc1	0.9	1.7	4.3	2.1	-6.2	-24.0	-5.1	-15.5	-4.6
CC(Nc1cccc([N+](=O)[O-])c1)C(=O)Nc1ccc(S(=O)(=O)N2CCCC2)cc1 (stereo not drawn)	/	16.7	-13.8	/	/	8.5	-3.2	9.9	/
CSc1ccc(C2C(C#N)=C(N)Oc3cc4c(cc32)OCO4)cc1 (stereo not drawn)	1.4	10.9	14.6	0.0	-2.4	-33.1	0.4	-36.4	-6.4
CCCCOP(=O)(c1ccc(N(C)C)cc1)C(O)c1cccnc1 (stereo not drawn)	-0.1	6.7	6.8	0.6	-2.9	-9.0	-4.8	-3.9	2.3
C[C@H]1CN=C(N(C)C)N1CCc1ccccc1	0.9	4.8	8.4	-0.4	1.7	4.0	-9.0	-10.4	-10.1
Cc1ccc(NC(=O)C2CCN(C(=O)c3ccco3)CC2)cc1C	0.1	-2.8	17.5	0.7	-5.1	7.7	-0.7	-9.2	1.7
COc1ccc(C2=NN(C(=O)CN3CCCCC3)C(c3ccc(C)cc3)C2)cc1 (stereo not drawn)	-0.5	0.4	-14.7	0.8	-6.7	-15.8	-8.0	14.0	-13.3
O=C(NCc1ccco1)c1ccc(-c2ccc(Cl)cc2)o1	-1.5	-3.4	20.7	-2.5	-31.0	-35.0	-1.9	-17.7	0.9
COCCCNC(=O)c1ccc(S(=O)(=O)c2ccc(Cl)cc2)c(NC(C)=O)c1	-0.5	-0.6	-1.6	-0.1	-19.6	8.8	-2.2	-12.7	-4.8
COC(=O)c1ccc(Cl)c(NC(=O)CN2CCN(C)CC2)c1	-0.1	-1.2	-2.1	0.2	-3.4	17.0	-9.2	3.7	-6.9
NS(=O)(=O)c1ccc(CCNC(=O)c2ccccc2[N+](=O)[O-])cc1	1.2	1.3	4.1	0.0	4.0	-17.9	-6.6	-5.2	-8.2
NC(=O)NC(=O)COC(=O)c1ccccc1Oc1ccccc1	0.6	5.9	2.5	0.2	-5.3	-8.5	-0.7	-5.3	-2.7
CCCCC(c1nnnn1CCOC)N1CCN(c2cccc(OC)c2)CC1 (stereo not drawn)	/	2.1	5.4	/	/	2.3	-0.9	-18.1	/
CCn1c(SCC(=O)NCc2cccs2)nc2c1c(=O)n(C)c(=O)n2C	0.6	6.5	3.2	0.3	-6.9	-17.1	-2.8	-1.1	-4.6

# Reformatted as labelled records: entries from further up
COC(=O)c1cc(OC)c(OC)cc1NC(=O)Nc1cccc(C(C)=O)c1
- V1R ag counter: 1.0
- TAAR1 agonist: -0.2
- CHRM1 PAM: 9.5
- OXTR ag: 0.4
- CHO parental Ca: -7.6
- TAAR1 antagonist: -2.5
- M1 ag: -7.5
- M1 antag: -7.4
- OXTR potentiator: 0.5

N#Cc1ccc(C(=O)N(Cc2ccco2)c2c(N)n(Cc3ccccc3)c(=O)[nH]c2=O)cc1
- V1R ag counter: -0.8
- TAAR1 agonist: 2.6
- CHRM1 PAM: 2.9
- OXTR ag: -0.8
- CHO parental Ca: -2.4
- TAAR1 antagonist: -3.8
- M1 ag: -3.9
- M1 antag: 0.6
- OXTR potentiator: -2.2
